Screening data deposited in PubChem BioAssay by several laboratories.
M5 antag – human M5 muscarinic receptor antagonists, primary screen, CHO cells, Fluo-8 calcium fluorescence; hit rate 0.59% among 360,000; Muscarinic acetylcholine receptor M5 (Homo sapiens), P08912; inhibition, % at 3 µM; CHO-hM5 cells, ACh EC80;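 active means inhibition above a per-plate cutoff, the mean of that plate's test compounds plus 3 SD, cut at about 27% in these data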;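 further: 0% = acetylcholine EC80 with DMSO and 100% = DMSO without agonist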
TAAR1 agonist – human TAAR1 agonists, primary screen, Fluo-8 calcium fluorescence, CHO RD-HGA16 cells. Trace amine-associated receptor 1 (Homo sapiens), Q96RJ0. activation, % at 3 µM. vehicle wells 0%, saturating PEA agonist 100%. hit rate 0.99% among 360,000. AID 624467, 2012;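 active means activation above the mean activation of all test compounds in the run plus 3 SD, cut at about 38% in these data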
Target sequence (Q96RJ0 whole entry, looked up): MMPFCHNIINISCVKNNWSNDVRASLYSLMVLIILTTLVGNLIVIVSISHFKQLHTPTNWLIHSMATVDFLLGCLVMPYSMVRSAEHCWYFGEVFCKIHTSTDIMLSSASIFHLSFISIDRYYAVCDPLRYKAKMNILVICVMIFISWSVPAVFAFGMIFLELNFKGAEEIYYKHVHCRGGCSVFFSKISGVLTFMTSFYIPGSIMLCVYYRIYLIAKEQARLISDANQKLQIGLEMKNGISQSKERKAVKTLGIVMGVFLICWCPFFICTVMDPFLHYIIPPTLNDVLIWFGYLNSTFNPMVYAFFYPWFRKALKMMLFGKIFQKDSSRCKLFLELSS
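Benchmarks: low control DMSO, high control PEA (EC100); System: CHO RD-HGA16 cells carrying human TAAR1 plus Gα16; Detection: Fluo-8 fluorescence, 5 s baseline then 140 s kinetic read; Schedule: 17-24 h plating, Fluo-8 75 min 37 °C, 30 min RT; Read-out basis: % activation from peak over basal fluorescence ratio, DMSO-to-PEA scaled.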
CHO-K1 Ca PAM – nonselective calcium activators in parental CHO-K1 cells, primary screen, counter-screen for M1 PAM project, cell-based, Fluo-8 calcium fluorescence, full deck, 1536-well; ATP EC20; 0% at ATP EC20, 100% at ATP max; hit rate 0.02% among 360,000; activation, % at 3 µM;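 active means activation above the run cutoff, the mean activation of all test compounds plus 3 SD, cut at about 40% in these data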;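 further: peak over basal fluorescence ratio in a 140 s read after ATP addition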
CRFR2-BP ag – agonists of CRF-BP/CRF-R2 complex, primary screen, cell-based, HEK293, calcium dye fluorescence, uHTS; CRF-binding protein / CRF receptor 2 complex (human); calcium dye fluorescence (FLIPR); percent of saturating CRF peptide response; activation, % at 13.2 µM; hit rate 0.46% among 350,000; AID 588473, 2011;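 active means activation of at least 50%, plus an integration ratio under a set limit after plate pattern correction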;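 further: plate controls were neutral control wells without compound for no effect and CRF at EC100 for full effect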
CRFR2-BP antag – antagonists of CRF-BP/CRF-R2 complex, primary screen, cell-based, HEK293, calcium dye fluorescence, uHTS | hit rate 0.59% among 350,000 | CRF-induced calcium fluorescence | inhibition, % at 11.8 µM;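 active means inhibition of the ligand-induced calcium signal above about 50% at the single tested concentration, limit read from the data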
M5 ag – human M5 muscarinic receptor agonists, primary screen, CHO-K1 cells, Fluo-8 calcium fluorescence. Muscarinic acetylcholine receptor M5 (Homo sapiens), P08912. CHO-K1 hM5 cells; 0% DMSO wells, 100% maximal acetylcholine response. activation, % at 3 µM. hit rate 0.19% among 360,000;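 active means activation above the run's mean over test compounds plus 3 SD, cut at about 23% in these data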;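 further: signal is peak over basal fluorescence ratio across the kinetic read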
M4 PAM – human M4 muscarinic receptor positive allosteric modulators, primary screen, CHO-K1 cells, Fluo-8 calcium fluorescence | AID 624126, 2012 | activation, % at 3 µM | hit rate 0.4% among 360,000 | Muscarinic acetylcholine receptor M4 (Homo sapiens), P08173 | CHO-K1 hM4/Gqi5, ACh EC20; 0% = ACh EC20, 100% = maximal ACh;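 active means activation above its plate's cutoff, the mean activation of sample wells plus 3 SD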; further: some results filed as inactive read as strong as hits
Target sequence (P08173 whole entry, looked up): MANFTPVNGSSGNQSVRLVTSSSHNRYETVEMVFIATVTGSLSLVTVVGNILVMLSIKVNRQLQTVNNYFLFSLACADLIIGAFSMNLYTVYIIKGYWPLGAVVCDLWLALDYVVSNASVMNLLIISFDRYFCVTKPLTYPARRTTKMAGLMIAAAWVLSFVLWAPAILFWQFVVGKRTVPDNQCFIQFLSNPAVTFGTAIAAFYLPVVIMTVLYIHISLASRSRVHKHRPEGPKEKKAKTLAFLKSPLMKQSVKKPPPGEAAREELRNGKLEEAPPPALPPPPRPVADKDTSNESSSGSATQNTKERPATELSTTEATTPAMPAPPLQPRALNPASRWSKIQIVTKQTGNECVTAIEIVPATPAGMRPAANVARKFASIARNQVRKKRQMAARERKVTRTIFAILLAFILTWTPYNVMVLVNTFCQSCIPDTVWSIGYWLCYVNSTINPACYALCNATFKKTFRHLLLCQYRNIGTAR
TAAR1 antag – human TAAR1 antagonists, primary screen, Fluo-8 calcium fluorescence, CHO RD-HGA16 cells; antagonist; hit rate 1.5% among 360,000; Trace amine-associated receptor 1 (Homo sapiens), Q96RJ0; inhibition, % at 3 µM; AID 624466, 2012;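 active means inhibition above a per-plate cutoff, the mean inhibition of test compounds on that plate plus 3 SD, cut at about 49% in these data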;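 further: 0% = DMSO plus EC80 beta-PEA response and 100% = DMSO alone without agonist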
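System: RD-HGA16 CHO cells with stable hTAAR1 and Gα16 | Probe or stimulus: EC80 β-phenethylamine stimulus | Dosing: 3 µM, single point | Times: Dye loading 75 min at 37 °C, then 30 min room temperature | Measured by: Fluo-8 calcium-sensitive fluorescence | Read-out basis: % inhibition of agonist calcium response | Replicates: n of 1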
CHRM5 PAM – human M5 muscarinic receptor positive allosteric modulators, primary screen, CHO-K1 cells, Fluo-8 calcium fluorescence | Muscarinic acetylcholine receptor M5 (Homo sapiens), P08912 | CHO-K1 hM5, ACh EC20 PAM; 0% = ACh EC20, 100% = ACh EC100 | activation, % at 3 µM | hit rate 0.3% among 360,000 | AID 624038, 2012;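 active means activation above the run cutoff, the mean activation of all test compounds plus 3 SD, cut at about 18% in these data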
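Assay system: CHO-K1 hM5 cells. Also added: acetylcholine at EC20 concentration, added after compound. Dosing: 3 µM, single dose. Times: compound preincubation 140 s before EC20 acetylcholine addition. Signal: Fluo-8 calcium fluorescence. Measure: % activation relative to EC20 and EC100 ACh responses. Repeats: singlicate, one well per test compound.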
Numbers without * were called inactive; . = not tested or not shown.

SMILES	M5 antag	TAAR1 agonist	CHO-K1 Ca PAM	CRFR2-BP ag	CRFR2-BP antag	M5 ag	M4 PAM	TAAR1 antag	CHRM5 PAM
CCC(C)c1ccc(OCc2ccc(C(=O)OC)o2)cc1 (stereo unspecified)	4	-2	17	0.3	22	3	4	-4	-3
COc1ccc(C(=O)Nc2c(O)ccc3ccccc23)cc1OC	6	2	-4	-2.9	0	0	-2	15	-4
Cc1nnc(SCC(=O)NCc2ccccc2)s1	-5	3	13	0.2	6	-1	3	-14	5
COc1ccc(C(=O)NNC(=O)c2ccncc2)cc1	8	3	-10	-0.3	-13	0	9	-6	-2
CC1CCN(C(=S)c2ccc([N+](=O)[O-])cc2)CC1	-1	-2	-7	0.4	4	-4	-12	3	-3
Cc1ccnc(SCc2cc(=O)c(OC(=O)c3ccco3)co2)n1	13	1	5	-2.1	0	3	5	-6	-4
CN1C(=O)/C(=C/c2ccc(C(F)(F)F)cc2)Sc2ccc(C(=O)N3CCN(c4ccccn4)CC3)cc21	37*	1	6	1.0	6	-5	5	-17	-12
Cc1ccc2c(c1)CCCN2C(=O)Nc1ccc2c(c1)OCO2	-4	0	19	0.7	46	-2	-1	-2	4
Cc1cccc2c1N1C(=O)c3c(C(=O)O)cccc3C1CC2C (stereo unspecified)	12	-2	-4	-2.1	6	-2	4	-6	6
CC(=O)Oc1ccc(C(=O)Nc2cccc3c2CCCC3)cc1	-14	6	-5	-0.4	6	7	-7	-8	15
CC1=C(C)C(OCCCl)N(c2cc(O)c(Cl)cc2F)C1=O (stereo unspecified)	6	0	-11	-0.5	4	-4	-1	-3	-3
CS(=O)(=O)N(CC(=O)O)c1cc(Cl)cc(Cl)c1	2	3	28	-0.2	10	-4	1	-17	-3
COc1ccccc1-n1c(CCn2nc(C)c(Br)c2C)n[nH]c1=S	9	8	29	0.0	-18	0	1	-6	-1
Cc1cc2cc(CNC(=O)Nc3ccc(Cl)c(Cl)c3)ccc2n1C	4	2	3	0.3	-5	1	-2	-15	-4
O=C1NC2(CCSC2)C(=O)N1CC(=O)N(Cc1ccccc1)C1CCS(=O)(=O)C1 (stereo unspecified)	4	4	-19	-1.5	-3	-2	-2	-16	0
COc1cccc2c1C(=O)CC2NC(=O)C(F)(F)F (stereo unspecified)	0	11	9	-1.9	-9	-1	-3	-13	-3
Clc1cccc(Cl)c1CO/N=C/c1cccs1	2	2	17	-0.1	6	0	-3	5	3
C=CCO/N=C/C1=C(O)C(C(=O)OC)C(C)(C)CC1=O (stereo unspecified)	0	7	-5	3.2	-22	-5	2	6	-5
CN(C)C(=O)COc1ccc2c3c(c(=O)oc2c1)CCCC3	0	2	11	-0.7	-6	-1	9	5	2
CCNC(=S)NS(=O)(=O)c1ccc(C)cc1	5	-1	-3	1.2	4	-1	0	-11	0
Cc1ccc(CS(=O)(=O)c2ccc(C(=O)N3CCN(c4ccccn4)CC3)cc2[N+](=O)[O-])cc1	17	7	-2	-0.6	-4	3	-2	47	-5
Cc1cc(Br)cn2c(Cc3ccccc3)c(-c3ccc(F)cc3)nc12	0	-1	9	.	.	-3	-1	4	-4
CN(CC(=O)Nc1ccccc1Br)C(=O)CN1CCN(Cc2cccc(Cl)c2)CC1	4	2	4	-1.3	-4	-4	-6	-2	4
COc1cc(/C=N/NC(=O)c2cc(C)oc2C)ccc1OCc1ccccc1	6	-1	-17	-0.7	9	-4	3	12	-5
CSc1nnc(C)c(=O)n1COC(=O)COc1ccccc1F	10	0	18	1.5	1	0	-2	-30	-1
CCCC(c1nnnn1Cc1ccco1)N1CCN(C(=O)c2ccco2)CC1 (stereo unspecified)	-14	14	9	-2.0	3	-8	20*	-7	1
CCc1ccc(NC(=O)N(CCCOC(C)C)C2CCN(C(C)=O)CC2)cc1	0	4	8	-1.4	4	2	-6	-12	-3
CCOc1cccc(-c2c(C(=O)N/N=C/c3ccco3)nnn2-c2nonc2N)c1	5	.	19	-0.3	-43	2	11	.	4
COc1ccc(C(=O)OCC(=O)N2CCCCCC2)cc1S(=O)(=O)N1CCOCC1	5	19	25	-0.1	-5	1	4	4	3
COC(=O)CN1C(c2ccc(Cl)cc2)=Nc2ccc(Cl)cc2C1c1ccccc1 (stereo unspecified)	-6	-2	22	-1.9	65*	-5	-16	15	-7
CCN(C(=O)COC(=O)c1ccccc1SCC(=O)N1CCCC1)C1CCS(=O)(=O)C1 (stereo unspecified)	-8	1	8	4.8	11	-1	-5	-11	1
S=C(Nc1ccccc1Cl)NC1CCCCCC1	4	3	21	0.3	-3	-11	-2	10	5
COc1cccc(OCCNc2ccc([N+](=O)[O-])cn2)c1	6	5	-18	-1.1	6	-8	6	10	-14
Cc1cccc(NC(=O)CSc2nccn2C)c1	-1	-1	19	-1.2	3	-2	5	0	1
O=C(O)c1ccc(NCCc2ccc(Cl)cc2)c([N+](=O)[O-])c1	6	9	15	-6.0	3	-4	3	1	0
CC1CCN(C(=O)CSc2nnc(CSc3ncccn3)n2C)CC1	-2	1	12	-0.3	3	-4	3	9	-7
O=C1CC(C(=O)O)NC(=S)N1 (stereo unspecified)	4	4	18	0.2	-3	0	0	-11	3
COc1ccc(Cc2nnc(SC)[nH]c2=O)cc1OC	-2	3	16	-1.4	32	-2	2	-14	3
COC(=O)c1cc(NC(=O)CSc2nnc(CN3CCOCC3)n2C)ccc1Cl	5	4	12	-0.2	4	-1	4	6	1
CCOc1ccc2oc(C(=O)N(CC)CC(=O)Nc3ccc(NC(C)=O)cc3)c(C)c2c1	-1	-1	10	-1.3	-6	2	1	-7	3

3 compounds from above, sorted by the value under M4 PAM, descending.
Structure | M4 PAM
COc1cccc(OCCNc2ccc([N+](=O)[O-])cn2)c1 | 6
CCC(C)c1ccc(OCc2ccc(C(=O)OC)o2)cc1 (stereo unspecified) | 4
COc1ccc(Cc2nnc(SC)[nH]c2=O)cc1OC | 2

The list goes on:
SMILES	M5 antag	TAAR1 agonist	CHO-K1 Ca PAM	CRFR2-BP ag	CRFR2-BP antag	M5 ag	M4 PAM	TAAR1 antag	CHRM5 PAM
CC(C)c1nc(NCCO)c2nnn(Cc3ccccc3)c2n1	4	-1	-9	-1.7	-9	0	-9	-3	4
COC1=CC(=Cc2c(N)n3nc(CC(=O)N4CCOCC4)sc3nc2=O)C=C(OC)C1=O	-1	8	11	151*	-109	3	6	-2	4
O=C(Nc1ccc(NS(=O)(=O)c2ccc([N+](=O)[O-])cc2)cc1)c1ccco1	21	6	7	-0.2	-2	1	-4	-1	-10
CC(C)OCCCNC(=O)c1cccs1	-2	1	16	-0.9	4	0	0	10	-1
COc1ccc(-n2nc3c(c2NC(=O)c2cc4ccccc4o2)CS(=O)(=O)C3)cc1	1	3	17	0.5	-2	0	3	-9	0
O=C(CC1c2cc(F)ccc2C=C(c2ccsc2)N1c1ccc(C#CCCO)cc1)c1ccco1 (stereo unspecified)	4	0	12	.	.	1	-4	-13	-8
CCN(CC)c1ccc(NC(=O)/C=C/c2cc(Br)ccc2OC)cc1	8	-1	23	1.5	-6	-4	14	74*	-6
O=C(CCC(=O)N1CCOCC1)Nc1ccc(Cl)c(Cl)c1	10	4	18	1.8	-13	1	8	-17	1
COc1ccc2nc(N3CCCC(O)C3)c(C#N)cc2c1 (stereo unspecified)	-7	1	14	21	27	0	-1	-10	3
COc1ccc(NC(=O)c2cc3cccc(OC)c3oc2=Nc2ccc(C(=O)O)cc2)cc1OC	9	4	-6	0.1	4	0	3	17	3
CC(C)N(C)C1CCN(C(=O)Nc2ccc(Cl)c(Cl)c2)CC1	1	12	15	1.7	1	-9	14	-14	1
O=S1(=O)CC2SC(=S)N(c3ccccc3)C2C1 (stereo unspecified)	-5	1	-2	0.8	-5	3	1	-28	5
Oc1ccc(-c2csc(Nc3cccc4ccccc34)n2)cc1O	17	5	6	-2.5	3	-5	1	-21	0
O=C(N/C(=C/c1cccc([N+](=O)[O-])c1)C(=O)N1CCCCC1)c1cccs1	4	1	15	1.1	-7	-1	-7	8	-4
CCn1nc(C(=O)NCC2COc3ccccc3O2)c2ccccc2c1=O (stereo unspecified)	0	10	16	0.2	-5	1	6	1	-2
CCN1C(=NCCc2ccccn2)N[C@@H](c2cccc(C(F)(F)F)c2)C(C(=O)OC)=C1C	6	18	8	0.8	-2	-3	3	6	-1
O=C(COC(=O)c1cccs1)Nc1ccccc1[N+](=O)[O-]	11	4	16	1.0	-4	-2	-6	9	-2
CN(C)C1=NCCN1CCC1CCCC1	1	14	3	0.0	3	-12	-7	-5	-1
O=C(Nc1ncccc1O)c1ccc2ccccc2c1	-8	-1	11	0.8	21	-5	0	-10	4
COc1cc(NC(=O)COC(=O)c2n[nH]c3ccccc23)c(C)cc1[N+](=O)[O-]	8	15	0	-0.4	-5	2	-8	16	-11

Single values from above.
O=C(N/C(=C/c1cccc([N+](=O)[O-])c1)C(=O)N1CCCCC1)c1cccs1 in CRFR2-BP ag has 1.1
COc1ccc(-n2nc3c(c2NC(=O)c2cc4ccccc4o2)CS(=O)(=O)C3)cc1 in M5 ag has 0
O=C(CC1c2cc(F)ccc2C=C(c2ccsc2)N1c1ccc(C#CCCO)cc1)c1ccco1 (stereo unspecified) in M5 ag has 1
COC1=CC(=Cc2c(N)n3nc(CC(=O)N4CCOCC4)sc3nc2=O)C=C(OC)C1=O in TAAR1 agonist has 8

More compounds follow.
SMILES	M5 antag	TAAR1 agonist	CHO-K1 Ca PAM	CRFR2-BP ag	CRFR2-BP antag	M5 ag	M4 PAM	TAAR1 antag	CHRM5 PAM
Oc1c(C(c2ccccc2)N2CCN(Cc3ccccc3)CC2)sc2ncnn12 (stereo unspecified)	-2	3	-5	-6.0	-21	2	4	-19	1
N#CC1(NC(=O)CSc2nnc3n2CCCCC3)CCCCC1	8	11	-5	-0.4	-9	2	9	-5	-10
c1ccc(-c2cc(-c3nn4c(-c5ccco5)nnc4s3)c3ccccc3n2)cc1	-4	.	20	-0.9	-73	3	-11	.	0
CCCCCC(=O)c1ccc(O)cc1O	5	-2	14	-0.8	23	-1	15	-14	7
Cc1nn(CC(=O)NCc2ccccc2)c(=O)c2cccn12	-2	1	24	-1.4	-8	-2	0	2	-2
COc1ccccc1NCCC(=O)OCC(=O)NC1CC1	-3	3	3	-1.1	6	-2	6	-19	3
Cc1nc(N)nc(N)c1CCCc1ccc(Cl)c(Cl)c1	11	24	13	8.4	-11	-7	-8	-27	-2
